Abeta yeast res = qHTS for compounds that reverse cellular toxicity of Amyloid beta (A-beta) peptide in yeast: Primary Screen; yeast expressing A-beta42, growth rescue, OD600, 48 h; response scale: 0% DMSO, 100% iron-clioquinol control; Potency, µM (doses to about 46.1 µM), inactives show at the top dose growth rescue, actives largely listed as activators; 410,000 tested, 0.063% active; AID 1347071, 2019; further: potency means the concentration at half of the fitted maximal effect; nearly all actives have a fitted effect of over 55% in size
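Yeast A-beta toxicity model in growth medium with pinned compounds, 48 h at 30 C; growth read as absorbance at 600 nm. Normalized to FeCl3/clioquinol equimolar mix (positive) and DMSO (negative).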
EPAC1 agonist = qHTS for Agonist of cAMP-regulated guanine nucleotide exchange factor 3 (EPAC1): primary screen; EPAC1 agonist qHTS, biochemical assay; response scale: 100% = response to 6.5 mM cAMP; 360,000 tested, 0.073% active; Potency, µM (highest dose often 154 µM), inactives show at the top dose activation, most hits filed as activators; Rap guanine nucleotide exchange factor 3 (Homo sapiens), O95398; further: potency means the concentration at half of the fitted maximal effect; nearly all actives have a fitted effect of over 60% in size
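Nucleotide exchange assay: 100 nM EPAC1 with 250 nM Rap1B loaded with BODIPY-GDP and 50 uM GDP, room temperature. Fluorescence (480/540 nm) read every 5 min for 30 min; signal change normalized to 6.5 mM cAMP as full agonist.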
IL-2 act = qHTS of IL-2 Activators; IL-2 activation reporter assay, cell-based qHTS; stimulated with anti-CD3/CD4/CD28 beads; in transgenic mouse T cells; activation, % (series mostly up to about 46 µM); 360,000 tested, 0.065% active; in the data active means activation above about 50%; inconclusive means mostly about 30% to 49%; further: 0% is about no effect
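Unstimulated transgenic mouse T cells preincubated 60 min with compound, then stimulated with anti-CD3/anti-CD4-coated beads plus anti-CD28 for 18 h at 37 degrees C. IL-2 response read as EGFP and DsRed fluorescence by plate cytometry.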
aSyn yeast inh = qHTS of alpha-syn Inhibitors | AID 652106, 2013 | Potency, µM (series often up to 46.1 µM), for the others: top-dose growth rescue (activation), hits mostly activators | 370,000 tested, 0.14% active | Yeast expressing alpha-synuclein, growth rescue, BacTiter-Glo, 24 h; further: potency means the concentration at half of the fitted maximal effect; % of control where 0% means no effect; nearly all actives have a fitted effect of over 65% in size
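Screening used galactose-induced yeast with toxic alpha-synuclein levels, exposed to compound for 24 hr at 30 deg C. Cell growth, read with BacTiter-Glo luminescence, gave the measured signal.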
WRN inhibitor = qHTS for Inhibitors of WRN Helicase; Potency, µM (doses to about 114 µM), without a hit: top-dose activity change, negative = inhibition, most hits filed as inhibitors; 360,000 tested, 0.46% active; WRN helicase unwinding, fluorescent forked duplex, kinetic; Bifunctional 3'-5' exonuclease/ATP-dependent helicase WRN (Homo sapiens), Q14191; further: potency means the concentration at half of the fitted maximal effect; on the % scale 0 is the no-effect control and ±100 the full control effect; nearly all actives have a fitted effect of over 55% in size
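Fluorescence dequenching readout, ex 525 nm/em 598 nm, kinetic mode: forked duplex DNA (100 nM final) with adjacent fluorophore and quencher unwound by WRN (20 nM final) with 2 mM ATP. Compound preincubation 15 min, room temperature.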
PI5P4Ka inh = qHTS for Inhibitors of phosphatidylinositol 5-phosphate 4-kinase (PI5P4K); max response, %; 330,000 tested, 1.2% active; AID 652105, 2013; Phosphatidylinositol 5-phosphate 4-kinase type-2 alpha (Homo sapiens), P48426; PI5P4Kalpha enzyme, ADP-Glo luminescence, 60 min; active compounds read low; active means max response of -50% or lower; inconclusive means between -30% and -50%; inactive means -30% or higher; further: value at the top dose of about 77 µM; on the % scale 0 is the no-effect control and ±100 the full control effect
Target sequence (P48426 whole entry, looked up): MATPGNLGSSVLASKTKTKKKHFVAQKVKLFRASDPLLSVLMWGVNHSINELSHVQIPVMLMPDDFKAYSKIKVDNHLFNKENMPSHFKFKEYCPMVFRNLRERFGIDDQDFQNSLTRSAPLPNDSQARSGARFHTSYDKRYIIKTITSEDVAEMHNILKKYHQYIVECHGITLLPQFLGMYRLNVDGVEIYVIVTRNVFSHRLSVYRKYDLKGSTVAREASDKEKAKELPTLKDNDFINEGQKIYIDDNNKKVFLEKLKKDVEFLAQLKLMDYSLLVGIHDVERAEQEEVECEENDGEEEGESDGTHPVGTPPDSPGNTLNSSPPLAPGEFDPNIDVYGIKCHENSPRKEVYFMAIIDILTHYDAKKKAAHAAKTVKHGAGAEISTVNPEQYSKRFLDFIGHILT
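Controls without substrate or without enzyme flank wells where PI5P4Kalpha converts substrate using 5 microM ATP (final). Incubation lasts 60 minutes at room temperature; ADP formed is read by ADP-Glo luminescence.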
EPAC1 antag = qHTS for Antagonist of cAMP-regulated guanine nucleotide exchange factor 3 (EPAC1): primary screen; Potency, µM (doses to about 115 µM), for the others: at the highest dose activity change, negative = inhibition, usual class: inhibitors; 360,000 tested, 0.14% active; Rap guanine nucleotide exchange factor 3 (Homo sapiens), O95398; EPAC1 GEF assay, Rap1b-BODIPY-GDP exchange fluorescence; AID 720709, 2013;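 further: potency means the concentration at half of the fitted maximal effect; plate controls were vehicle for no effect and positive control for full effect; nearly all actives have a fitted effect of over 50% in size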
PLK1 PBD block = qHTS for Inhibitors of PLK1-PDB (polo-like kinase 1 - polo-box domain): Primary Screen; Serine/threonine-protein kinase PLK1 (Homo sapiens), P53350; Plk1 PBD binding of FITC phosphopeptide, fluorescence polarization; Potency, µM, without a hit: max response, negative = inhibition, most hits filed as inhibitors; 360,000 tested, 2.8% active; AID 720504, 2013; further: potency means the concentration at half of the fitted maximal effect; series mostly up to about 57 µM; on the % scale 0 is the no-effect control and ±100 the full control effect; nearly all actives have a fitted effect of over 65% in size
Target sequence (P53350 whole entry, looked up, the tested form may be a part): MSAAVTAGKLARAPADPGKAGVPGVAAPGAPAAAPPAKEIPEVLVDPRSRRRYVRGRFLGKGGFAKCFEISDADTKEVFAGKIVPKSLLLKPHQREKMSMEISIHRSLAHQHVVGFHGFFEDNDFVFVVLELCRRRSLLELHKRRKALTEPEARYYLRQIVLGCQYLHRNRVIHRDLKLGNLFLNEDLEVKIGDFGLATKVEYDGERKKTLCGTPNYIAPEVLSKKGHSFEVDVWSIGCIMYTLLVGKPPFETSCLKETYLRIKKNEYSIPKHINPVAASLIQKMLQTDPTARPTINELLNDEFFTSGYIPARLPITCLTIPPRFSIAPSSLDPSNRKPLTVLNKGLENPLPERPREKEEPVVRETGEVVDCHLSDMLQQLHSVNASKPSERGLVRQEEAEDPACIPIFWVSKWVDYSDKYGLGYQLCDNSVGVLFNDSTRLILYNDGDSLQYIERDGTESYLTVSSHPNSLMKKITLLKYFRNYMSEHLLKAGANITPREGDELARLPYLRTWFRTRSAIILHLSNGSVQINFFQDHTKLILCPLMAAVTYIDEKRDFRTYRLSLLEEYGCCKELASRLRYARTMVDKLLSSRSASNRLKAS
FUS suppressor = qHTS for Suppressors of FUS Proteinopathy: Primary screen using FUS-linked yeast assay; S. cerevisiae FUS-expressing, growth rescue, OD600, 24 h; 390,000 tested, 0.24% active; Potency, µM (top dose mostly 76.6 µM), for the others: at the highest dose growth rescue (activation), most hits filed as activators;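 further: potency means the concentration at half of the fitted maximal effect; plate controls were DMSO vehicle for no effect and reference control for full effect; nearly all actives have a fitted effect of over 55% in size; some results filed as inactive show a strong effect at the top dose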
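Toxicity suppression screen in FUS-yeast. Cells induced with 2% galactose, starting OD 0.005, treated 24hr at 30C with compounds at multiple final concentrations; growth by OD600.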
An asterisk follows results filed as active; ? = inconclusive; / = not tested or not shown; [ ] = another dose, or the depositor's remark. Unless noted, the call rests on the fitted dose curve; in most records, active means well fitted curve in the direction sought with a large enough effect; inconclusive means small, poorly fitted or top-dose-only effect, or another doubt; inactive means no such curve, though single readings can be large; an effect the other way counts as inactive or inconclusive. No enrichment for hits. Share with any hit: about 4.1%.

SMILES	Abeta yeast res	EPAC1 agonist	IL-2 act	aSyn yeast inh	WRN inhibitor	PI5P4Ka inh	EPAC1 antag	PLK1 PBD block	FUS suppressor
O=C(CCCCCN1C(=O)c2ccccc2C1=O)NCc1ccco1	13.4%	0.9%	0.0	1.1%	-1.1%	-5.4	2.8%	-8.2%	-8.2%
Cc1ccccc1C1c2[nH]c3ccccc3c2CCN1Cc1cccn1-c1ncccn1 (configuration not stated)	-42.5%[inhibitor]	5.2%	-0.5	5.6%	-13.0%	2.0	-1.0%	2.8%	34.3%
CCCC(=O)Nc1nc2ccc(NC(=O)c3c(F)c(F)c(OC)c(F)c3F)cc2s1	7.0%	-2.5%	0.5	?	4.3%	1.6	-29.7%	-6.2%	3.4%
CCOc1cnc(-c2c(-c3c(F)cccc3Cl)noc2C)o1	-1.8%	12.2%	0.5	7.8%	4.4%	2.2	-5.8%	-20.7%	-0.9%
CCC(C)(NC(=O)c1ccccn1)C(=O)NC1CCCC1 (configuration not stated)	-4.5%	-8.8%	-2.0	0.0%	-14.3%	2.9	-0.3%	2.3%	-8.1%
CC1=C(C(=O)OC(C)(C)C)C(c2ccco2)C(C#N)=C(N)O1 (configuration not stated)	7.7%	6.4%	-1.2	0.8%	-11.3%	/	-2.6%	-13.9%	3.2%
COC(=O)c1ccc(CSc2n[nH]c(-c3ccccc3)n2)o1	4.6%	8.9%	0.8	1.1%	0.3%	1.4	-30.9%	-2.4%	-21.6%
Cc1ccc(C(=O)NN=Cc2ccc3c(c2)OCO3)cc1	5.9%	6.0%	1.2	-10.8%	1.1%	9.9	3.3%	-5.2%	-8.5%
CCNc1nc(OCCNS(=O)(=O)c2cc(C)ccc2C)nc(N(C)C)n1	16.3%	2.5%	-0.7	2.7%	-2.9%	-6.3	-1.5%	-6.2%	26.1%
Cc1ccc(NC(=O)CN(C)C(C)C(=O)Nc2ccc(S(=O)(=O)N3CCCC3)cc2)cc1 (configuration not stated)	10.2%	10.6%	0.0	3.7%	-3.7%	0.3	1.4%	3.5%	14.0%
COCCNc1ncnc2c1ncn2[C@H]1CN(Cc2cc(OC)c(OC)c(OC)c2)C[C@@H](CO)O1	-18.7%	-13.7%	0.3	-1.9%	0.9%	-13.0	-9.6%	-13.2%	-5.6%
O=C(NCC1CCCO1)c1ccc2c(c1)ncn2-c1cccc(F)c1 (configuration not stated)	2.1%	-14.1%	2.0	-3.6%	0.4%	-12.9	-24.4%	-12.6%	20.7%
COc1cccc(Cn2cccc(NC(=O)NC3CCCCC3)c2=O)c1	3.2%	-2.7%	-1.2	6.2%	-2.7%	-7.6	5.2%	-6.7%	23.5%
Cc1ccc(F)c(S(=O)(=O)NC(=O)C2(C)CCN2C(=O)Cc2ccc(Cl)cc2Cl)c1 (configuration not stated)	8.8%	0.0%	0.1	1.4%	-8.0%[57.1 µM]	1.4	-28.5%	-7.7%	-4.3%
COc1cc(C(=O)N(C)CC(=O)Nc2cccc(F)c2)ccc1OCc1ccccc1	14.3%	8.5%	-4.6	1.1%	0.5%	1.5	-5.5%	-3.5%	31.9%
O=c1[nH]c(CN(CCc2ccccc2)S(=O)(=O)c2ccc(Cl)cc2)nc2ccccc12	-2.2%	-10.1%	-0.1	-2.6%	24.4%	7.1	-10.9%	-7.1%	/
CCN(CC)S(=O)(=O)c1ccc(C(=O)NCC(=O)NC2CC2)cc1	-2.7%	7.8%	2.3	-3.7%	-12.5%	0.9	-7.6%	-6.5%	18.8%
CCN(CC)S(=O)(=O)c1ccc(OC)c(NC(=O)CC2CCCC2)c1	-3.7%	-16.0%	1.0	5.5%	3.8%	-3.6	-22.7%	2.7%	3.2%
COc1ccc(C(=O)N2CCN(c3ccc(F)cc3)CC2)cc1S(=O)(=O)NC1CC1	-15.0%	-7.7%	-0.1	4.1%	1.0%	-3.4	-9.2%	1.7%	13.2%
CCOc1ccccc1N1CC(C(=O)NCCC2=CCCCC2)CC1=O (configuration not stated)	1.7%	0.5%	-2.7	0.2%	2.4%	6.4	-1.2%	1.3%	7.0%
CN(C)CCNC(=O)c1ccccc1-c1cc2ccccc2c(=O)o1	-19.0%	4.0%	0.9	1.1%	12.7%	-1.5	2.9%	-3.5%	7.3%
COc1cc(CC(=O)NCCCc2ccccc2)cc(OC)c1OC	-10.8%	-6.0%	-3.8	-1.8%	1.5%	-2.1	7.1%	-1.5%	-2.1%
Cc1ccc(/C=N/NC(=O)CNC(=O)COc2ccc(Cl)cc2)o1	-4.5%	4.5%	1.3	-0.4%	2.8%	2.5	-25.7%	-4.7%	-12.7%
NCCC(=O)N1c2ccccc2Sc2ccc(Cl)cc21	37.2%	5.3%	0.2	12.4%	0.8%	10.2	2.9%	-4.5%	-18.1%
COc1ccc(Cl)cc1NC(=O)CN1CCN(S(=O)(=O)N2CCCCC2)CC1	-9.2%	-2.2%	-3.0	1.3%	1.3%	-4.8	14.2%	-12.8%	20.2%
O=C(NC1CCSC1=O)c1ccc(Oc2cccc(C(F)(F)F)c2)nc1 (configuration not stated)	-12.3%	-1.2%	-3.2	-1.5%	-0.2%	-1.8	7.1%	21.2µM*	43.2%
O=S(=O)(c1ccc2c(c1)OCCO2)N1CCN(c2ncnc3sccc23)CC1	-3.1%	4.2%	0.0	9.8%	1.9%	-2.1	3.2%	-5.1%	31.7%
CCOC(=O)c1ccc(NC(=O)CN2C(=O)CNC2=O)cc1	-9.3%	6.2%	-2.2	-3.4%	-5.7%	/	5.7%	-7.9%	-28.6%
COc1ccc(S(=O)(=O)N2CCN(C(=O)c3cc(C)oc3C)CC2)cc1OC	-3.9%	-3.3%	-0.4	11.0%	-3.6%	-0.7	16.7%	-16.8%	6.6%
O=C1C=C(c2cccs2)CC(c2cccs2)C1n1cnc([N+](=O)[O-])c1 (configuration not stated)	-13.7%	7.4%	-0.4	8.4%	2.3%	-12.4	-2.6%	-15.4%	5.3%

2 compounds from above with just EPAC1 antag and EPAC1 agonist:
structure | EPAC1 antag | EPAC1 agonist
COc1ccc(S(=O)(=O)N2CCN(C(=O)c3cc(C)oc3C)CC2)cc1OC | 16.7% | -3.3%
COc1ccc(Cl)cc1NC(=O)CN1CCN(S(=O)(=O)N2CCCCC2)CC1 | 14.2% | -2.2%

Next records.
SMILES	Abeta yeast res	EPAC1 agonist	IL-2 act	aSyn yeast inh	WRN inhibitor	PI5P4Ka inh	EPAC1 antag	PLK1 PBD block	FUS suppressor
COc1cc(OC)c(C(=O)NCCCN2CCOCC2)cc1OC	6.3%	5.4%	0.2	0.4%	-0.2%	3.3	3.5%	-2.3%	-3.2%
CCN(C(=O)COC(=O)CCOc1cccc(C)c1)c1c(N)n(Cc2ccccc2)c(=O)[nH]c1=O	-12.2%	-13.8%	-4.2	-2.8%	14.8%	6.1	-3.8%	-0.1%	8.6%
Cc1ccc(N2CN=C(c3ccccc3)NC2=S)cc1	-60.3%[inhibitor]	2.3%	0.6	-14.2%	-5.3%	/	9.2%	-5.7%	-31.2%
COc1ccc(N2CC(C(=O)Nc3nc4ccc(OC)cc4s3)CC2=O)cc1 (configuration not stated)	26.4%	5.3%	0.0	26.9%	?	-20.7	-15.0%	-8.1%	47.5%
COc1ccc(C)cc1NC(=O)CSc1nnc2ccc(-c3ccncc3)nn12	-9.9%	5.8%	-0.4	-1.6%	3.8%	3.5	-10.1%	-9.5%	10.8%
O=C(O)c1ccc(N2C(=O)C3ON(c4ccccc4)C(c4ccccc4F)C3C2=O)cc1 (configuration not stated)	8.9%	3.9%	0.7	19.2%	-5.5%	-0.4	2.5%	-19.6%	4.3%
CCOc1ccc(C2=C(C=Nc3c(C)n(C)n(-c4ccccc4)c3=O)C(c3ccc(F)cc3)c3ccccc3O2)cc1 (configuration not stated)	14.0%	-4.6%	0.3	2.1%	-3.4%	-0.5	-12.1%	-3.2%	12.2%
Cc1ccc(N2C(=O)Cc3ccccc3C2=O)cc1	9.0%	3.8%	1.9	-0.4%	-23.6%	-11.8	-9.4%	-6.7%	26.9%
O=C(CS(=O)c1cccc(Cl)c1)Nc1ccccc1Cl (configuration not stated)	-5.8%	-1.4%	0.9	-6.0%	-0.4%	3.3	19.0%	-1.5%	18.2%
CN(C)c1ccc(C(CNS(=O)(=O)c2ccc(F)cc2)c2c[nH]c3ccccc23)cc1 (configuration not stated)	19.1%	7.7%	0.1	-2.2%	-20.4%	-3.2	-29.0%	-19.2%	/
CC(C)n1nc(C(=O)NC2CCCCCC2)c2ccccc2c1=O	9.6%	5.2%	-0.3	-0.5%	-4.2%	1.1	-3.3%	-7.3%	20.1%
CC(C)c1ccc(/C=N\NC(=O)c2ccc(Cn3cccn3)o2)cc1	11.4%	3.2%	0.1	2.1%	-7.5%	-12.6	7.4%	-3.4%	10.0%
CCOC(=O)[C@]12CCCC=C1N(Cc1ccc(Cl)cc1Cl)C(=O)[C@H](CC(=O)NCc1cccc3ccccc13)C2	-6.2%	-4.1%	-0.9	6.1%	-7.4%	21.4	-28.4%	-8.3%	?
CN(C(=O)c1ccc(S(=O)(=O)c2cccc(Cl)c2)c([N+](=O)[O-])c1)C1CCCCC1	-8.1%	0.2%	-0.6	9.0%	-8.0%	4.7	-3.6%	-3.5%	36.1%

Screens from PubChem BioAssay.
